High-throughput results: PubChem, National Center for Advancing Translational Sciences (NCATS)
12-hLO inh = inhibitors of human 12-lipoxygenase (ALOX12); purified 12-hLO, xylenol orange hydroperoxide absorbance; P18054; Potency, µM (titrated, usually from 57.1 µM), without a hit: top-dose activity change, negative = inhibition, usual class: inhibitors; 150,000 compounds, 0.12% hits; further: potency means the concentration at half of the fitted maximal effect; nearly all actives have a fitted effect of over 55% in size; many of its hits are not listed in these tables
Target sequence (P18054 whole entry, looked up): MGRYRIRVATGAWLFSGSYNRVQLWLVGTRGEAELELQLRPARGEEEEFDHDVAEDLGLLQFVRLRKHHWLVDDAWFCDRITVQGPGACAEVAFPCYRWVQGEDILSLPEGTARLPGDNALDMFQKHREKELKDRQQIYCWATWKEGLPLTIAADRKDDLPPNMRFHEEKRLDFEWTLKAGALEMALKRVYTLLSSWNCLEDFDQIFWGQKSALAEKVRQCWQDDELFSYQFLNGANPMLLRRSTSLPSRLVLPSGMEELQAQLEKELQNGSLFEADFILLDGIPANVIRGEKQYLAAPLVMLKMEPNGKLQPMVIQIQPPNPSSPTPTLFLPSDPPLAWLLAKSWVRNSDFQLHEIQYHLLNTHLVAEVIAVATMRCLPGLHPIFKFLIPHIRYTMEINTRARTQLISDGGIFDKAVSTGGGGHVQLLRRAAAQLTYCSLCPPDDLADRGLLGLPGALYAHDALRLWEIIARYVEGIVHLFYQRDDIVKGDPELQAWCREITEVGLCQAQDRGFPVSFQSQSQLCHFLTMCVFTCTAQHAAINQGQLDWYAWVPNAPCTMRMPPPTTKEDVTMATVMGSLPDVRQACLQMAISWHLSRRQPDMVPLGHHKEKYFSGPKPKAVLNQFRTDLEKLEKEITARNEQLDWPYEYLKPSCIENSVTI
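Hydroperoxide formation by human 12-lipoxygenase from 40 uM arachidonic acid was followed colorimetrically via ferric-xylenol orange complex, using the 573/405 nm absorbance ratio. Enzyme concentration was 150 nM, with 30 min reaction at room temperature.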
PNC assembly inh = perinucleolar compartment assembly inhibition; PC3M PTB-GFP, PNC prevalence imaging, 16 h; hits give low values; activity change (PNC), negative = inhibition, % at 10 µM; 140,000 compounds, 3.1% hits;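 active means readout at or below -70, meaning at least 70% loss of cells showing the perinucleolar compartment, a nuclear body marking cancer cells; inconclusive means readout between -30 and a set limit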;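 further: plate controls were DMSO wells for no effect and camptothecin positive control wells for full effect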
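Compounds are pinned in duplicate onto adhered PC3M cells stably expressing GFP-tagged PTB and incubated 16 h at 37 C. Cells are then fixed, nuclei stained with Hoechst, and PNC-positive cells counted.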
15-hLO-2 inh = inhibitors of human 15-lipoxygenase 2 (ALOX15B); purified 15hLO-2, xylenol orange hydroperoxide absorbance; Potency, µM (top dose mostly 57.1 µM), without a hit: at the top dose activity change, negative = inhibition, most hits filed as inhibitors; 110,000 compounds, 0.56% hits; AID 881; further: potency means the concentration at half of the fitted maximal effect; nearly all actives have a fitted effect of over 60% in size; many of its hits are not listed in these tables
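Purified human 15hLO-2 (50 nM final) preincubated with compounds 15 min at room temperature in 25 mM Hepes pH 7.5, 0.01% Triton X-100, then 45 uM arachidonic acid added for 90 min; hydroperoxide detected via ferrous/xylenol orange, 573/405 nm absorbance ratio.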
IMPase inh = IMPase inhibition in cells. CHO-M1 cells, IP1 accumulation, HTRF TR-FRET ratio. inhibition (IP1 accumulation), % at 46.1 µM. 120,000 tested, under 10 active. AID 901. P97697; active means well fitted curve in the direction sought with a large enough effect in the signal ratio, not every such curve was filed as active; inconclusive means small, poorly fitted or top-dose-only effect, or a change in a side signal; inactive means no such curve, though single readings can be large or run the other way; the % refers to the signal ratio;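 further: cells stimulated with carbachol in lithium chloride buffer; plate controls were DMSO basal wells for no effect and reference inhibitor wells for full effect; higher means more IMPase inhibition seen as more IP1 and lower FRET ratio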
Target sequence (P97697 whole entry, looked up): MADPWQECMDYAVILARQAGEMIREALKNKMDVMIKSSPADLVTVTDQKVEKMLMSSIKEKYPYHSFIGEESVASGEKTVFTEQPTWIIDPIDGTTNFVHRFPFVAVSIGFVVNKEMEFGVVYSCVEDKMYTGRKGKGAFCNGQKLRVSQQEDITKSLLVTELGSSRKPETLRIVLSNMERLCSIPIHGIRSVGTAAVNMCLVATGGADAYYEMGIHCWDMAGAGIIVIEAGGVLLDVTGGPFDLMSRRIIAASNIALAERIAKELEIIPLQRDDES
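Seeded CHO-M1 cells were dosed with compound at up to 46 uM, stimulated with carbachol for 30 min, then lysed in IP-One detection reagents. Higher IP1 lowers the TR-FRET signal.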
An asterisk follows results filed as active; u = inconclusive; x = no result given; [ ] = dose if it differs, or a comment. Unless noted, the call rests on the fitted dose curve; in most records, active means well fitted curve in the direction sought with a large enough effect; inconclusive means small, poorly fitted or top-dose-only effect, or another doubt; inactive means no such curve, though single readings can be large; an effect the other way counts as inactive or inconclusive. Unless noted, on the % scale 0 is the no-effect control and ±100 the full control effect.

SMILES | 12-hLO inh | PNC assembly inh | 15-hLO-2 inh | IMPase inh
CCC(CO)NCc1ccc2c(c1)n(C)c(=O)n2C (stereo not drawn) | -3.9% | 7.2 | -5.4% | 1.0
CC1CCN(S(=O)(=O)N2CCC(C(=O)NCc3cccs3)CC2)CC1 | -3.2% | u | 10.2% | 7.3
COc1ccc(/C(N)=N/OC(=O)Oc2ccccc2)cc1OC | 1.7% | 29.8 | x | x
O=C(CN1C(=O)/C(=C/c2ccccc2F)Oc2ccccc21)N1CCN(c2ccccn2)CC1 | -1.3% | 11.1 | x | x
Fc1ccc(CSc2nc3ncc(Br)cc3[nH]2)cc1 | 9.4% | 12.2 | -6.6% | 3.1
O=C(Nc1ccncc1)c1cncc(Br)c1 | 35.7%[activator] | -9.4 | 1.1% | -7.5
Brc1ccc(Nc2c3c(nc4ncnn24)CCC3)cc1 | 3.6% | 10.8 | x | 2.6
COC(=O)c1cc(Br)c(=O)n(-c2ccccc2F)c1 | 8.3% | 26.4 | 4.4% | -14.2
CCCCNc1ncnc2c1cnn2-c1ccc(C)cc1C | -4.0% | u | 12.6% | -2.3
Cc1ccc(C(=O)Oc2ccc(Cl)c3cccnc23)cc1[N+](=O)[O-] | u | -24.9 | 10.7% | -17.1
CC(C)c1ccc(NC(=O)C2C3C=CC4(CN(CCCN5CCOCC5)C(=O)C24)O3)cc1 (stereo not drawn) | 4.4% | -24.6 | 2.2% | 4.1
COC(=O)Cc1nc2ccccc2[nH]1 | -0.8% | 15.9 | 2.0% | 1.3
Cc1ccc(C)c(N2CCN(C(=O)CCCOc3cc(=O)n(C)c4ccccc34)CC2)c1 | -10.7% | 2.9 | 14.6% | -0.6
COc1ccccc1Oc1ccc2c(c1)C(=O)N(c1ccc(C)cc1)C2=O | -2.2% | 23.7 | 2.8% | -1.5
COc1ccc(OC)c(-c2cc(C(=O)O)c3cc4ccccc4cc3n2)c1 | -2.1%[11.4 µM] | x | -5.6%[11.4 µM] | x
C/C(=N/NC(=O)c1ccc2c(c1)OCO2)c1ccc(NC(=O)C(F)(F)F)cc1 | 1.8% | 15.7 | x | -4.2
O=C(O)C1CCCCC1C(=O)NCCc1ccc(Cl)cc1 (stereo not drawn) | -0.6% | -1.2 | 3.1% | 6.6
CC/C(=N\NC(=O)c1ccncc1)C12CC3CC(CC(C3)C1)C2 | -4.8% | u | -2.2% | 3.2
O=C(Nc1ccc(O)c(-c2nc3ccccc3o2)c1)C1(c2ccc([N+](=O)[O-])cc2)CCCC1 | -1.1% | -29.1 | x | -3.0
Cc1nc2ccccn2c1C(=O)CSc1ccccc1Cl | 2.5% | 14.1 | 4.4% | 9.0

Record cards, from the list above. Screens in order: 12-hLO inh | PNC assembly inh | 15-hLO-2 inh | IMPase inh
Listed for `O=C(Nc1ccc(O)c(-c2nc3ccccc3o2)c1)C1(c2ccc([N+](=O)[O-])cc2)CCCC1` : -1.1% | -29.1 | x | -3.0
Listed for `C/C(=N/NC(=O)c1ccc2c(c1)OCO2)c1ccc(NC(=O)C(F)(F)F)cc1` : 1.8% | 15.7 | x | -4.2
Listed for `O=C(O)C1CCCCC1C(=O)NCCc1ccc(Cl)cc1` (stereo not drawn) : -0.6% | -1.2 | 3.1% | 6.6

Further compounds
SMILES | 12-hLO inh | PNC assembly inh | 15-hLO-2 inh | IMPase inh
O=C(O)CC1NC(=O)N(c2ccc(Cl)cc2)C1=O (stereo not drawn) | 2.1% | -12.2 | 0.4% | 3.8
O=c1c2c(nc(NCCO)n1CC1CCCCC1)-c1ccccc1CC21CCCC1 | -10.8% | -16.1 | 16.4% | -5.0
O=C(NCc1ccccn1)C1CCCN(Cc2cnn(-c3ccccc3)c2-n2cccc2)C1 (stereo not drawn) | 2.2% | -7.8 | 16.7% | 5.5
CCOC(=O)c1sc(NC(=O)CN(CC(C)C)CC(C)C)c(C(=O)OCC)c1C | 1.4% | -109.7* | 12.7% | 1.8
NC(=O)C1CCN(c2nc(-c3ccccc3)nc3ccccc23)CC1 | -2.1% | -12.3 | 0.6% | -2.2
O=C(COC(=O)CNC(=O)c1ccccc1F)NCCC1=CCCCC1 | -2.1% | u | x | -16.6
CCCCNC(=O)COC(=O)c1cc2c(C)nn(-c3ccccc3)c2s1 | -4.8% | -27.0 | -2.6% | 5.1
Cc1ccc(S(=O)(=O)Oc2ccc(/C=C3\N=C(c4cccc(C)c4)OC3=O)cc2)cc1 | -9.9% | 3.7 | u | 7.3
Cc1nc(C)c(C(=O)N/N=C/c2cn(C)c3ccccc23)s1 | -3.4% | -5.1 | -2.3% | 2.4
O=C(c1cc(-c2cccs2)on1)N1CCN(C(c2ccccc2)c2ccccc2)CC1 | -2.0% | -2.1 | 26.1% | 11.7
Cc1ccc(NC(=O)COC(=O)c2cc(Cl)ccc2[N+](=O)[O-])cc1 | 0.6% | 29.8 | x | x
Cc1ccc(OCC2Cn3c(nc4c3c(=O)n(C)c(=O)n4C)O2)cc1 (stereo not drawn) | -0.6% | 9.8 | 2.5% | 0.4
Cc1occc1-c1nnc(SCC(=O)c2c(N)n(Cc3ccccc3)c(=O)n(C)c2=O)n1C | -5.7% | 14.7 | -4.7% | 2.3
CCNc1nc2c(c(=O)n(Cc3ccccc3)c(=O)n2C)n1Cc1ccccc1 | -6.0% | 11.8 | -9.0% | 0.0
COc1ccccc1N(CC(=O)Nc1ccc(S(=O)(=O)N2CCCCC2)cc1)S(C)(=O)=O | -0.2% | 48.1 | x | -1.2
CC1(C)CC(=O)C2=C(C1)OC(c1ccc(O)cc1)C(C#N)=C2N (stereo not drawn) | 1.8% | -17.5 | x | x
CNC(=O)c1snnc1-c1ccccc1 | 6.4% | -9.4 | 0.8% | 2.2
O=C(Cn1c(=O)oc2ccccc21)N(Cc1ccccc1)C1CCS(=O)(=O)C1 (stereo not drawn) | -0.8% | -26.8 | 8.3% | 7.7
CC(=O)Nc1ccc(S(=O)(=O)NCc2ccc3[nH]c(C)cc3c2)cc1 | -2.5% | -21.0 | -8.5% | -1.1
Cc1ccc(-n2ncc3c(NCC4CCCO4)ncnc32)c(C)c1 (stereo not drawn) | -1.2% | 37.6 | -9.9% | -10.6

Already shown: entries from further up.
SMILES | 12-hLO inh | PNC assembly inh | 15-hLO-2 inh | IMPase inh
CCOC(=O)c1sc(NC(=O)CN(CC(C)C)CC(C)C)c(C(=O)OCC)c1C | 1.4% | -109.7* | 12.7% | 1.8
NC(=O)C1CCN(c2nc(-c3ccccc3)nc3ccccc23)CC1 | -2.1% | -12.3 | 0.6% | -2.2

(cont.)
SMILES | 12-hLO inh | PNC assembly inh | 15-hLO-2 inh | IMPase inh
CC(=O)c1cc2c(cc1O)OC(C)(C)C=C2 | -16.3% | x | -4.1% | x
Cc1ccc(C)c(OCC(=O)N2CCN(C(=O)c3ccco3)CC2)c1 | -1.4% | u | x | x
C[C@@H]1NC(=O)[C@H](CCC(N)=O)NC(=O)c2cc([N+](=O)[O-])cc(I)c2NCC[C@@H](C(N)=O)NC1=O | -8.5% | 30.2 | x | x
COc1cc2c(cc1NC(=O)CSc1nnc(COc3ccc(Cl)cc3)n1C)oc1ccccc12 | -7.1% | -8.8 | 1.2% | 9.0
Nc1nc2c(c(=O)[nH]1)N(C=O)[C@H](CNc1ccc(C(=O)N[C@@H](CCC(=O)O)C(=O)O)cc1)CN2 | -3.1%[25.6 µM] | x | 1.1%[25.6 µM] | 3.1[20.6 µM]
Cc1ccc(Cl)cc1N1CCN(C(=O)Cc2c(C(=O)O)[nH]c3ccccc23)CC1 | -6.8% | 28.8 | -13.9% | 3.6
COc1cc(CN/C(C)=C(\C#N)C(N)=O)cc(OC)c1OC | -0.6% | 30.6 | -0.4% | 8.1
O=C1NC(=O)c2cc([N+](=O)[O-])ccc21 | -1.5% | x | -7.1% | x
COc1ccc(C2/C(=C(/O)c3ccccc3)C(=O)C(=O)N2CC(C)O)c(OC)c1 (stereo not drawn) | 9.1% | 58.1 | 9.5% | -3.7
CCn1nc(C)cc1Nc1ccccc1 | 0.2% | -25.9 | -13.7% | -5.8
Cc1ccc(S(=O)(=O)NC(=NCC(=O)O)c2ccc(F)cc2)cc1 | -1.1% | 28.2 | 1.4% | -4.0
Cc1[nH]c2ccccc2c(=O)c1CN(C)Cc1ccccc1 | -1.7% | u | 5.2%[2.29 µM] | -1.0
CC(=O)SCC[N+](C)(C)C | -3.7% | x | -3.3% | 3.7
Cc1nnc(Sc2nc3ccccc3o2)c2ccccc12 | -5.2% | u | -5.3% | 7.7
CNCC(O)c1cccc(O)c1 (stereo not drawn) | -0.3% | x | 2.2% | x
CCCCC(=O)Nc1ccc(C(=O)Nc2ccc3c(c2)OCO3)cc1 | -1.4% | 61.9 | -8.1% | 8.2
CCOC(=O)CN(C(=O)CNC(=O)c1ccco1)C(C(=O)NC1CCCCC1)c1cccc(OC)c1 (stereo not drawn) | -5.6% | u | 4.0% | 5.5
Cn1cc(C(=O)NC2CCCCC2)c(=O)c2cc(S(=O)(=O)N3CCCC3)ccc21 | -2.8% | -23.4 | -5.3% | 5.5
N#CC1=C(SCC(=O)c2ccc(Cl)cc2)NC2=C(C(=O)CCC2)C1c1ccco1 (stereo not drawn) | -28.3% | u | -27.8% | 8.5
CCCCN(CCCC)C(=O)CCS(=O)(=O)c1ccc2c(c1)n(C)c(=O)c(=O)n2C | 0.5% | 14.7 | 2.9% | -7.2
COc1c(C)cc(Br)cc1C(=O)Nc1ccc(C)cc1[N+](=O)[O-] | -1.0% | 10.1 | x | 5.6
O=C(CCn1cccc1)NCc1ccc(Cl)cc1 | -0.8% | 22.2 | 4.5% | -1.1
CN(C)CCCN1C(=O)C(O)=C(C(=O)c2cc3ccccc3o2)C1c1ccccc1 (stereo not drawn) | 1.8% | 42.7 | 21.0% | u
O=C(CCS(=O)(=O)c1ccc(Br)s1)NCc1cccs1 | -5.9% | 37.9 | 1.8% | -7.0
COc1ccc(CCn2c(N)c(C(=O)NCc3ccco3)c3nc4ccccc4nc32)cc1 | -6.1% | 89.7 | x | x
Cc1cc2nc(-c3ccc(SCc4ccccc4C#N)nc3)[nH]c2cc1C | 2.2% | 2.8 | 23.0% | -5.6
Cn1nc(C(=O)NNC(=O)COc2ccccc2)c2ccccc2c1=O | -0.6% | -3.3 | x | x
COc1ccccc1NC(=O)C1=C(C)NC(=O)NC1c1ccc(C)cc1 (stereo not drawn) | -1.6% | -4.7 | -2.3% | 13.5
CCCNC(=O)c1c(N)n(-c2ccc(S(N)(=O)=O)cc2)c2nc3ccccc3nc12 | 0.1% | -14.8 | -28.5% | -10.4
O=C(C1CC1)N1CCN=C1SCc1cccc(C(F)(F)F)c1 | -4.1% | u | 8.5% | -2.9
Cc1nc(-c2cn[nH]c2)c2cc(C)oc2n1 | -0.9% | -26.2 | -5.9% | 8.6
CCOC(=O)C(C(=O)OCC)C1CCS(=O)(=O)C1 (stereo not drawn) | -5.6% | -100.0* | x | 10.2
CC1CC(C)(C)CC2(C1)NC(=O)N(CC(=O)NCC(c1ccco1)N1CCCCC1)C2=O (stereo not drawn) | -0.6% | u | 6.0% | -8.2
NC(=O)c1cc[n+](CC2=C(C(=O)O)N3C(=O)C(NC(=O)C(c4ccccc4)S(=O)(=O)[O-])C3SC2)cc1 (stereo not drawn) | 3.5% | x | 0.1% | x
CCN(CC)S(=O)(=O)c1cccc(C(=O)OCC(=O)Nc2ccccc2OC(F)F)c1 | -1.6% | -21.0 | -10.2% | 12.6
COc1ccccc1-n1c(SCC(=O)Nc2nnc(C)s2)nc2c(c1=O)SCC2 | -2.4% | u | x | 11.7
CC1=C(C(=O)Nc2cccc(C)c2C)C(c2cccs2)NC(=S)N1 (stereo not drawn) | -21.1% | u | x | x
NC(=O)/C(=C\c1ccccc1)NC(=O)/C=C/c1ccccc1 | 0.6% | 37.1 | x | x
Cc1cc(C)n(-c2nc(C)nc3c2cnn3-c2ccccc2)n1 | 2.7% | -96.2* | 0.5% | -0.2
CC(CC1CC(C)(C)OC1=O)C(=O)Nc1nncs1 (stereo not drawn) | 3.8% | -25.4 | 0.6% | -0.7
CC(C)(C)C1=NN(C(=O)c2ccccc2)C(O)(C(C)(C)C)C1 (stereo not drawn) | -6.0% | -7.6 | 0.2% | -2.2
